Chronic BCR inh: blocks chronic active B-cell receptor signaling | Potency, µM (top dose mostly 46.1 µM), without a hit: at the top dose ratio change, negative = lower green/red ratio, actives largely listed as inhibitors | ABC-DLBCL IkBa-CBG/CBR reporter, luminescence ratio, 4 h | 0.05% of 340,000 active; active means well fitted inhibition curve with a large enough effect in the signal ratio, with a control signal flat, not every such curve was filed as active; inconclusive means small, poorly fitted or top-dose-only effect, or effect the other way, or a change in a side signal; the % refers to the signal ratio;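 further: potency means the concentration at half of the fitted maximal effect; plate controls were basal doxycycline-induced cells for no effect and cells given 10 µM MG132 for full effect; MG132 reads +100%, hits lower the ratio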
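Compounds up to 46 uM were incubated four hours with TMD8 cells whose green CBG68 luciferase is fused to IkappaBalpha; red CBR luminescence normalised the signal, and concentration-effect curves were fitted to fusion, red and ratio data.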
PKM2 activator: activators of human pyruvate kinase M2; purified PKM2, Kinase-Glo ATP luminescence, activation; response scale: 0% is enzyme alone, no compound; Potency, µM (doses to about 57.5 µM), without a hit: at the top dose activation, actives largely listed as activators; 0.34% of 260,000 active; AID 1631; P14618; further: potency means the concentration at half of the fitted maximal effect; on the % scale 0 is the no-effect control and ±100 the full control effect; nearly all actives have a fitted effect of over 55% in size
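Purified hPK-M2 (>95%) run at intermediate activity with 0.1 mM ADP and 0.5 mM PEP in 50 mM imidazole pH 7.2, KCl, MgCl2; 1 h room temperature. ATP formed read by Kinase-Glo luminescence; normalized to uninhibited and no-enzyme controls.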
hERG WT inh: blocks the wildtype human KCNH2 potassium channel; Q12809; U2OS, BacMam KCNH2, thallium flux FluxOr; stronger effect = lower value; activity change, % at 1.84 µM; 0.37% of 340,000 active; AID 720551;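 active means maximum activity change below -70%; inconclusive means maximum activity change between -70% and -50%; inactive means maximum activity change above -50%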; further: on the % scale 0 is the no-effect control and ±100 the full control effect
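U2OS cells transduced with wild-type KCNH2 virus are loaded with FluxOr dye for 45 min, and thallium flux is measured in kinetic reads before and after stimulation buffer. Rate constants are normalized to DMSO controls.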
Menin-MLL TR inh: menin-MLL binding inhibition, Texas Red mutant peptide; 0.23% of 270,000 active; Potency, µM (top dose mostly 61.6 µM), without a hit: top-dose FP activity change, negative = inhibition, actives largely listed as inhibitors; Menin + Texas Red MLL mutant peptide, fluorescence polarization; active means well fitted inhibition curve with a large enough effect in the polarisation, with a control signal flat, not every such curve was filed as active; inconclusive means small, poorly fitted or top-dose-only effect, or effect the other way, or a change in a side signal; inactive means no such curve, though single readings can be large or run the other way; the % refers to the polarisation; further: potency means the concentration at half of the fitted maximal effect; % of control where 0% means no effect; many of its hits are not listed in these tables
S-ASM inh: blocks human secretory acid sphingomyelinase; P17405; placental ASM, HMU-PC fluorogenic substrate, 60 min; Potency, µM (series often up to 57.5 µM), without a hit: at the top dose activity change, negative = inhibition, most hits filed as inhibitors; 0.006% of 340,000 active; AID 504937; further: potency means the concentration at half of the fitted maximal effect
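Human placenta-derived ASM enzyme was preincubated with compound for 10 minutes at room temperature, then given fluorogenic substrate HMU-PC0 (9 uM final) for 60 minutes at 37 °C; a pH 10 stop preceded fluorescence reading at Ex 386/Em 447 nm.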
TSHR antagonist: human thyrotropin receptor antagonism | activity change, negative = inhibition, % at 11.5 µM | TSHR-expressing cells, TSH-stimulated cAMP HTRF, 2 h; stronger effect = lower value | 0.2% of 330,000 active | P16473 | AID 504810;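 active means activity change below a set negative limit, meaning inhibition stronger than a set level, cut at about -70% in these data; inconclusive means activity change between two set negative limits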; further: on the % scale 0 is the no-effect control and ±100 the full control effect
Target sequence (P16473 whole entry, looked up): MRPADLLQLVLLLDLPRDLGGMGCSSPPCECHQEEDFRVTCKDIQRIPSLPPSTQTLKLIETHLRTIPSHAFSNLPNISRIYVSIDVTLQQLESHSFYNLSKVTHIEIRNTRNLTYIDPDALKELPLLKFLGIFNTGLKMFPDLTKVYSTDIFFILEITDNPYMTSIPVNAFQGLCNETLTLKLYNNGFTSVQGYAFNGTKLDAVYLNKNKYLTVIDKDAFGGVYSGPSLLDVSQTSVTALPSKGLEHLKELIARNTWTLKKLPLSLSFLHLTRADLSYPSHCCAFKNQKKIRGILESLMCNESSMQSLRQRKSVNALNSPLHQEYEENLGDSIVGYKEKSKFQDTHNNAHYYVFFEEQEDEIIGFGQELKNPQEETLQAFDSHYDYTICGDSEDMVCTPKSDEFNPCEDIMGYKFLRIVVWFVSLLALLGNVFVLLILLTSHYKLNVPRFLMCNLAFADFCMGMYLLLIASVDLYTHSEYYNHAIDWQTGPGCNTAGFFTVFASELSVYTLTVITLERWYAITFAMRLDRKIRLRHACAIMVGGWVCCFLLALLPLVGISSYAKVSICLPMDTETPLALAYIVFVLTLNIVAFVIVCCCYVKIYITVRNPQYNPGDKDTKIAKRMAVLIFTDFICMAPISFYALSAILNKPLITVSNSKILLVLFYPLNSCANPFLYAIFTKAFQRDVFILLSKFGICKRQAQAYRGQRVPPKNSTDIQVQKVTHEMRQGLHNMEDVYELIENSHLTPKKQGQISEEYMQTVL
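Freshly harvested TSHR cells receive pin-tooled compound, then EC80 TSH at 4nM final. After 2 hours at 37 deg C, antibody in lysis buffer and cAMP-d2 are added; 30 minutes at ambient temperature precede the HTRF read.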
An asterisk follows results filed as active; ? = inconclusive; / = no result given; [ ] = remark or other dose. Unless noted, the call rests on the fitted dose curve; in most records, active means well fitted curve in the direction sought with a large enough effect; inconclusive means small, poorly fitted or top-dose-only effect, or another doubt; inactive means no such curve, though single readings can be large; an effect the other way counts as inactive or inconclusive.

smiles | Chronic BCR inh | PKM2 activator | hERG WT inh | Menin-MLL TR inh | S-ASM inh | TSHR antagonist
COc1ccc(OC)c(NC(=O)CSC2=Nc3ccccc3C3=NC(CCC(=O)NCc4ccccc4)C(=O)N23)c1 (stereo not given) | 1% | / | / | / | / | /
CCOC(=O)C1CCC(CN(Cc2ccc(Cl)cc2)S(=O)(=O)c2cc(Cl)cc(Cl)c2)CC1 (stereo not given) | 1% | / | / | / | / | /
CCOc1ccc(-c2nnc(SCC(=O)NC3CCCCC3)nc2-c2ccc(OCC)c(OC)c2)cc1OC | 10% | / | / | / | / | /
COc1ccc(S(=O)(=O)NCC(c2ccco2)N2CCOCC2)cc1OC (stereo not given) | 11% | / | / | / | / | /
COc1ccccc1NC(=O)CSC1=Nc2ccccc2C2=NC(CCC(=O)NCc3ccco3)C(=O)N12 (stereo not given) | 2% | / | / | / | / | /
O=[N+]([O-])c1ccc(C(c2sc3nc(-c4ccco4)nn3c2O)N2CCN(c3cccc(Cl)c3)CC2)cc1 (stereo not given) | ? | / | / | / | / | /
CCOC(=O)c1c(S(=O)(=O)N2CCCC(C(=O)N3CCN(c4cc(C)ccc4C)CC3)C2)c(C)n(C)c1C (stereo not given) | -11% | / | / | / | / | /
Cc1cccc(N2CCN(C(=O)c3cccn4c(=O)c5cc(Cl)ccc5nc34)CC2C)c1 (stereo not given) | 0% | / | / | / | / | /
COc1ccccc1CNC(=O)CCC1N=C2c3ccccc3N=C(SCC(=O)Nc3ccc(F)cc3)N2C1=O (stereo not given) | 11% | / | / | / | / | /
Cc1ccc(NC(=O)Cn2c(=O)n(Cc3ccccc3)c(=O)c3c(C)c(C(=O)N(C)C)sc32)c(C)c1 | -2% | / | / | / | / | /
COc1ccc(-n2ncc3c(NC4CCCC4)ncnc32)cc1 | ? | / | / | / | / | /
COCCn1ccc2c(OCC(=O)Nc3c(C)cc(C)cc3C)cccc2c1=O | 13% | / | / | / | / | /
CN(C)CCNC(=O)CN1N=C(c2ccccc2)CCC1=O | -5% | / | / | / | / | /
CCOC(=O)N1CCc2c(sc(NCc3sccc3C)c2C(=O)Nc2cc(Cl)ccc2OC)C1 | -4% | / | / | / | / | /
COc1ccc(C)cc1NC(=O)CSc1nc(=O)n(Cc2ccccn2)c2c1CCC2 | ? | / | / | / | / | /
Cc1cccc2sc(N3CCN(C(=O)CS(=O)(=O)c4ccc(F)cc4)CC3)nc12 | 4% | / | / | / | / | /
Oc1c(C(c2ccccc2)N2CCC(O)CC2)sc2nc(-c3ccco3)nn12 (stereo not given) | ? | / | / | / | / | /
O=C(NC1CC(=O)N(c2ccc(Cl)cc2)C1)C1CCCC1 (stereo not given) | -6% | / | / | / | / | /
CCCCN(C)S(=O)(=O)c1cc(-c2nnc3c4ccccc4c(C)nn23)ccc1C | 9% | / | / | / | / | /
CCc1ccccc1N1C(=O)N(CC(=O)c2ccc(OC)cc2)c2ccccc2S1(=O)=O | -1% | / | / | / | / | /
Cc1ccc(CNS(=O)(=O)c2ccc(F)c(C(=O)Nc3ccc(C)c(F)c3)c2)cc1 | 0% | / | / | / | / | /
Cc1cccc(C(c2sc3nc(-c4ccco4)nn3c2O)N2CCN(c3ccccc3)CC2)c1 (stereo not given) | -1% | / | / | / | / | /
CC(C)c1ccc(NC(=O)CSC2=Nc3ccccc3C3=NC(CC(=O)NC4CCCCC4)C(=O)N23)cc1 (stereo not given) | 6% | / | / | / | / | /
COc1ccc(NC(=O)C(=O)NCCc2sc(-c3ccc(Cl)cc3)nc2C)cc1 | -7% | / | / | / | / | /
Cc1ccc(-n2ncc3c(Nc4ccccc4C)ncnc32)cc1 | ? | / | / | / | / | /
COc1ccc(-c2nn(C)c3sc(C(=O)Nc4cccc(F)c4)cc23)cc1OC | ? | / | / | / | / | /
Cc1ccc(Nc2ncnc3c2cnn3-c2ccccc2)c(C)c1 | 14% | / | / | / | / | /
CCOC(=O)c1cc2c(=O)n3ccccc3nc2n(C)c1=NC(=O)c1cc2ccccc2o1 | 0% | / | / | / | / | /
CCc1ccc(NC(=O)CSc2nc3c(sc4ccccc43)c(=O)n2CCN(CC)CC)cc1 | 5% | / | / | / | / | /
COc1ccccc1-c1csc(N2CCC(C(N)=O)CC2)n1 | / | / | / | / | / | -14
NC(=O)C1CCN(c2nc(-c3cccc4sc5ccccc5c34)cs2)CC1 | / | / | / | / | / | -17
NC(=O)C1CCN(c2nc(-c3cccc4ccccc34)cs2)CC1 | / | / | / | / | / | 4
C=C1C=C(C(F)F)n2ncc(C(=O)Nc3ccc(C(C)CC)cc3)c2N1 (stereo not given) | / | / | / | / | / | ?
COc1ccc(Nc2nc(N3CCCC3)nc(N3CCOCC3)n2)cc1 | / | / | / | / | 1% | /
OCCNc1nc(Nc2ccccc2C(F)(F)F)nc(N2CCCC2)n1 | / | / | / | / | 5% | /
O=C(O)c1ccc(-c2noc(-c3cccc(C(F)(F)F)c3)n2)cc1 | / | / | / | / | 9% | /
COc1cccc(-c2nc(SC)nc3sc(C(=O)NC(C)(C)C)c(N)c23)c1 | / | / | / | / | -8% | /
C#CCOCCOCCOCCNc1nc(N2CCN(C(=O)[C@H](C(C)C)n3cc(CCO)nn3)CC2)nc(N2CCN(C(=O)[C@H](Cc3ccc(O)cc3)n3cc(CCO)nn3)CC2)n1 | / | / | / | / | -5% | /
Cc1ccc(Cn2c(C3CCCN3c3nc(-c4ccc(F)cc4)cs3)nc3cc(C(F)(F)F)ccc32)cc1 (stereo not given) | / | / | / | / | -4% | /
COc1ccc(OC)c(NC(=O)c2ccccc2OC(C)=O)c1 | / | / | / | / | 10% | /
Nc1c(Cl)cc(-c2csc(N3CCCC3c3nc4cc(Cl)c(Cl)cc4n3CCCO)n2)cc1Cl (stereo not given) | / | / | / | / | ? | /
COc1ccccc1CNC(=O)c1cc(-c2ccccc2)nn1CC1CC(c2cccc([N+](=O)[O-])c2)=NO1 (stereo not given) | / | / | / | / | -3% | /
Cc1nc(N)c2c(Cc3cccc4ccccc34)nn(C(C)(C)C)c2n1 | / | / | / | / | -25% | /
Cc1nc(-c2ccc(Cl)cc2)sc1C1(C)CC(c2ccccc2)=NO1 (stereo not given) | / | / | / | / | -6% | /
COc1nc(-c2ccc3c(c2)OCO3)n(-c2ccc(NC(=O)CSc3ccccc3)cc2)n1 | / | / | / | / | -12% | /
CC1(c2nnc(-c3cccc(Cl)c3)o2)CC(c2ccc(Br)cc2)=NO1 (stereo not given) | / | / | / | / | -8% | /
Cc1nc(Nc2ccc(Br)cc2Br)c([N+](=O)[O-])c(=O)[nH]1 | / | / | / | / | -2% | /
CC(C)c1cn(C2OC(COC(=O)c3ccccc3)C(OC(=O)c3ccccc3)C2OC(=O)c2ccccc2)c(=O)[nH]c1=O (stereo not given) | / | / | / | / | 0% | /
c1ccc(Nc2nc(N3CCCC3)nc(N3CCOCC3)n2)cc1 | / | / | / | / | -1% | /
O=C(O)c1ccc(-c2noc(-c3ccccc3Cl)n2)cc1 | / | / | / | / | 12% | /
CCCCOc1ccc(Cl)cc1Nc1nc(NCCO)nc(N2CCCC2)n1 | / | / | / | / | -14% | /
COc1ccc2c(c1)C(C)(CCN)C(=O)N2C (stereo not given) | / | / | / | / | -2% | /
Clc1ccc(-n2nnc(-c3ncc[nH]3)n2)cc1Cl | / | / | / | / | 6% | /
COc1cccc(CN2C(=O)[C@@H]3Cc4c([nH]c5ccccc45)C(C)(C)N3C2=O)c1 | / | / | / | / | -24% | /
O=C1NC(O)(c2ccccc2)Oc2ccccc21 (stereo not given) | / | / | / | / | -3% | /
COc1ccc(-c2noc3c2-c2nc(-c4ccc(C)cc4)sc2CC3)cc1 | / | / | / | / | -1% | /
Cc1cc(Nc2cc(Cl)nc(Sc3ccc(NC(=O)C4CC4)cc3)n2)n[nH]1 | / | / | / | / | 0% | /
CN1CCN(CC(=O)N2c3ccc(S(=O)(=O)NCCNC(=O)OC(C)(C)C)cc3C(=O)Nc3cccnc32)CC1 | / | / | / | / | -3% | /
COc1cc2sc3ccc(-c4ccc(N(C)C)nc4)cc3c(=O)c2cc1OC | / | / | / | / | 13% | /
CC1(C)c2[nH]c3ccccc3c2C[C@@H]2C(=O)N(Cc3ccccc3)C(=O)N21 | / | / | / | / | -2% | /

(further entries)
smiles | Chronic BCR inh | PKM2 activator | hERG WT inh | Menin-MLL TR inh | S-ASM inh | TSHR antagonist
COc1ccccc1CN1C(=O)[C@@H]2Cc3c([nH]c4ccccc34)C(C)(C)N2C1=O | / | / | / | / | -4% | /
COc1ccc(C(=O)c2c(-c3ccc(OC)cc3)oc3ccc(-c4cc(OC)c(OC)c(OC)c4)cc23)cc1 | / | / | / | / | 119% | /
O=C(NCc1ccccc1)C1=C[C@@H](c2ccc3c(c2)OCO3)C[C@@H](OCc2ccc(CO)cc2)O1 | / | / | / | / | -9% | /
COC1(OC)C=CC(=O)C=C1NC(=O)c1ccccc1OC(C)=O | / | / | / | / | -1% | /
COC(=O)C1=C(C(=O)OC)[C@@H]2N(Cc3ccccc3)c3ccccc3[C@@]23C[C@@H](C(=O)OC)N(C(=O)C2CCC2)C3=N1 | / | -3%[11.5 µM] | / | 0%[11.7 µM] | -3% | /
COC(=O)C1=C(C(=O)OC)[C@@H]2N(C)c3ccccc3[C@@]23C[C@@H](C(=O)OC)N(C(=O)c2ccco2)C3=N1 | / | 15%[11.5 µM] | / | -10%[11.7 µM] | 0% | /
CCOC(=O)C1CCCN(C(=O)C2COc3ccccc3O2)C1 (stereo not given) | / | / | -1 | / | / | /
CCCCN(C(=O)c1cc(S(=O)(=O)N2CCOCC2)ccc1N1CCOCC1)c1ccccc1 | / | / | 6 | / | / | /
CN(Cc1ccccc1)C(=O)c1ncn2c1C(=O)N(C)CC2 | / | / | 7 | / | / | /
CCOC(=O)N1CCN(S(=O)(=O)N2CCCC(C(=O)NCc3ccc(C)cc3)C2)CC1 (stereo not given) | / | / | -5 | / | / | /
C[C@H](CO)N1C[C@H](C)[C@@H](CN(C)S(=O)(=O)c2ccc(-n3cccn3)cc2)OCc2cnnn2CCCC1=O | / | / | -7 | / | / | /

A section taken from the entries so far, for reference:
smiles | Chronic BCR inh | PKM2 activator | hERG WT inh | Menin-MLL TR inh | S-ASM inh | TSHR antagonist
COc1ccccc1CN1C(=O)[C@@H]2Cc3c([nH]c4ccccc34)C(C)(C)N2C1=O | / | / | / | / | -4% | /
COc1ccc(C(=O)c2c(-c3ccc(OC)cc3)oc3ccc(-c4cc(OC)c(OC)c(OC)c4)cc23)cc1 | / | / | / | / | 119% | /

Assay outcomes as filed in PubChem.

A portion of the library; the hit share may differ from the screen's.
